# Screening data: PubChem BioAssay, NCI
# NCI-60 one-dose screen, 48 h, at 10 µM unless noted. Numbers give growth in % (100 = growth as untreated, 0 = no growth, -100 = all killed).
# MALME-3M – MALME-3M melanoma. actives 5.8% (n = 78,000). AID 1794766
# T-47D – T-47D breast cancer | actives 5% (n = 79,000) | AID 1794792
# HS 578T – HS 578T breast cancer; actives 4.1% (n = 78,000)
# LOX IMVI – LOX IMVI melanoma; actives 7.4% (n = 79,000); AID 1794757
# BT-549 – BT-549 breast cancer; actives 4.4% (n = 78,000); AID 1794793
# MDA-MB-231 – MDA-MB-231 breast cancer | actives 5% (n = 81,000)
# MCF7 – MCF7 breast cancer. actives 6.3% (n = 82,000)
# MDA-MB-468 – MDA-MB-468 breast cancer | actives 8.5% (n = 78,000) | AID 2202374
# The depositor's hits bear a star; x = not tested or not shown; & = joins results of further samples. How the source made its calls: active means growth percent below 10; inactive means the rest.
# Every second line gives: MALME-3M, T-47D, HS 578T, LOX IMVI, BT-549, MDA-MB-231, MCF7, MDA-MB-468
1	CC(C)(N)c1cn(-c2cccc(Cl)c2)nn1
  100, 100, 99, 98, 102, 97, 99, 108
2	O=C(CCCCC(=O)Nc1ccc(C(=O)Nc2cc(C3=NCCN3)cc(C3=NCCN3)c2)cc1)Nc1ccc(C(=O)Nc2cc(C3=NCCN3)cc(C3=NCCN3)c2)cc1
  97, 95, 113, 99, 103, 97, 99, 82
3	O=C1c2ccccc2CCC1(Br)Br
  -46*, -24*, 69, x, -32*, -1.1*, 22, -42*
4	CCOc1ccc(N=Nc2ccc(C=O)c(S(=O)(=O)O)c2)cc1
  105, 98, 108, 97, x, 107, 94, 112
5	C=CCn1c(SCC(=O)Nc2ccc(Cl)cc2)nnc1-c1cc(-c2ccc(S(C)(=O)=O)cc2)nc2ccccc12
  77, 51, 56, 54, 71, 69, 39, 57
6	COc1cc2oc(-c3cccc(NC(=O)c4ccccc4Br)c3)cc(=O)c2c(OC)c1OC
  69, 50, 89, 67, 61, 67, 78, 84
7	O=C(Cn1cnc2c(cc(-c3ccccc3)n2-c2ccncc2)c1=O)Nc1ccccc1
  103, 100, 114, 98, 93, 103, 91, 103
8	CN1CCN(C2=C(Cl)C(=O)c3ccccc3C2=O)CC1
  4.5*, 81, 28, 11, x, 42, 55, 57
9	C=C(C)[C@@H]1CC[C@]2(C(=O)N3CCN(C)CC3)CC[C@]3(C)[C@H](CC[C@@H]4[C@@]5(C)CC[C@H](OC(=O)c6ccccc6C(=O)O)C(C)(C)[C@@H]5CC[C@]43C)[C@@H]12
  97, 102, 95, 99, 111, 97, 96, 107
10	COc1ccc(/C=N/Nc2nc(N/N=C/c3ccc(OC)cc3O)nc(N3CCCCC3)n2)c(O)c1
  73, 41, 82, 24, 86, 49, 15, 40

# Next part (two carried over from the part before).
# Every second line gives: MALME-3M, T-47D, HS 578T, LOX IMVI, BT-549, MDA-MB-231, MCF7, MDA-MB-468
9	C=C(C)[C@@H]1CC[C@]2(C(=O)N3CCN(C)CC3)CC[C@]3(C)[C@H](CC[C@@H]4[C@@]5(C)CC[C@H](OC(=O)c6ccccc6C(=O)O)C(C)(C)[C@@H]5CC[C@]43C)[C@@H]12
  97, 102, 95, 99, 111, 97, 96, 107
10	COc1ccc(/C=N/Nc2nc(N/N=C/c3ccc(OC)cc3O)nc(N3CCCCC3)n2)c(O)c1
  73, 41, 82, 24, 86, 49, 15, 40
11	CCOC(=O)C1(C(=O)OCC)CCCCC1C (stereo unspecified)
  95, 103, 113, 100, 108, 116, 99, 107
12	COc1ccc(NC(=O)C(c2ccccc2)c2ccccc2)cc1
  105, 101, 94, 92, 101, 97, 101, 105
13	O=C(O)CN1C(=O)c2cccc([N+](=O)[O-])c2C1=O
  101, 101, 110, 89, 95, 116, 101, 109
14	CCOC(=O)N1C(=O)NC(=O)C1c1ccccc1 (stereo unspecified)
  98, 106, 92, 89, 96, 88, 96, x
15	CNC(C(=O)O)c1ccccc1 (stereo unspecified)
  105&92, 109&110, 101&118, 98&100, 102&97, 103&123, 97&100, 107&114
16	O=C(CN1CCN(c2cc(=O)n(-c3ccccc3)c3ccccc23)CC1)Nc1cccc(C(F)(F)F)c1
  x, 20, 76, 66, 67, 69, 29, 4.6*
17	COc1ccc(CC(=O)N2CCN(C(=O)Cc3ccc(OC)c(OC)c3)CC2)cc1OC
  101, 105, 96, 107, x, 104, 107, 101
18	CC(=O)Nc1cc(-c2ccc(C#N)n2C)ccc1F
  103, 85, 102, 105, 95, 103, 89, 118
19	Cc1cccc(OCC(O)CN2CCN(c3cccc(C)c3)CC2)c1 (stereo unspecified)
  132, 102, 107, 102, 98, 97, 97, 113
20	COc1cc(C(=O)Nc2cccc(C3CCc4c(cc(OC)c(OC)c4OC)O3)c2)cc(OC)c1OC (stereo unspecified)
  78, 34, 70, 74, 49, 85, 77, 68
21	C[C@@H](O)CO
  x, 109, 99, 92, 109, 112, 97, 101
22	COc1ccccc1C(=O)Nc1nn(C)c2nc(C)c(Cl)c(C)c12
  85, 86, 90, 95, 87, 98, 90, 90
23	Nc1ccccc1C(=O)N/N=C/c1cccnc1
  105, 100, 115, 101, 102, 102, 100, 101
24	O=C(CN1C(=O)/C(=C/c2ccc(Cl)cc2)SC1=S)NCCN1CCOCC1
  101, 90, 84, 96, 103, 91, 88, 93
25	O=c1oc2ccccc2c(Cl)c1Cl
  59, 43, 85, 11, x, 63, 34, 4.6*
26	COc1cc(C(OC(C)=O)OC(C)=O)ccc1OC(C)=O
  109, 103, 99, 91, 90, 111, 92, 84
27	CCN(CCO)C1c2ccccc2-c2ccccc21
  95, 86, 100, 91, x, 96, 96, 100
28	CCCc1cc(=O)[nH]c(SC(C)c2nc3sc(C(=O)OCC)c(C)c3c(=O)[nH]2)n1 (stereo unspecified)
  107, 90, 102, 83, 110, 105, 74, x
29	CC1(C)Oc2cc3oc(=O)ccc3cc2C[C@@H]1OCCO
  108, 99, 95, 97, 98, 106, 99, 101
30	CCCCCCCCC1OC1CCCCCCCCO (stereo unspecified)
  104, 118, 98, 106, 118, 103, 99, 97

# Profiles from above. Values in the order: MALME-3M, T-47D, HS 578T, LOX IMVI, BT-549, MDA-MB-231, MCF7, MDA-MB-468
# Shown for CC1(C)Oc2cc3oc(=O)ccc3cc2C[C@@H]1OCCO = 108, 99, 95, 97, 98, 106, 99, 101
# Shown for O=c1oc2ccccc2c(Cl)c1Cl = 59, 43, 85, 11, x, 63, 34, 4.6*
# Shown for O=C(CN1C(=O)/C(=C/c2ccc(Cl)cc2)SC1=S)NCCN1CCOCC1 = 101, 90, 84, 96, 103, 91, 88, 93

# New compounds follow
# Every second line gives: MALME-3M, T-47D, HS 578T, LOX IMVI, BT-549, MDA-MB-231, MCF7, MDA-MB-468
31	NS(=O)(=O)c1ccc(-n2cc(CN3CCOCC3)nn2)cc1
  107, 111, 104, 108, 110, 105, 96, 98
32	CC1(C)[C@@H](O)CC[C@]2(C)[C@H]3CC[C@@H]4[C@H]5[C@H](C(=O)/C=C\c6ccncc6)CC[C@]5(O)CC[C@@]4(C)[C@]3(C)CC[C@@H]12
  94, 69, 39, 5.6*, 68, -8.4*, 25, 18
33	N#CC1=C(N2CCOCC2)NC(c2cccc([N+](=O)[O-])c2)c2sc3c(F)cccc3c21 (stereo unspecified)
  111, 98, x, 97, 99, 85, 101, 108
34	COCc1nc2nccc(-c3ccccn3)n2n1
  106, 97, 98, 99, 102, 108, 98, 102
35	CO[C@H]1NC(=O)N(S(=O)(=O)c2ccc(Cl)cc2)[C@@H]1OC
  101, 105, 100, 105, 108, 108, 99, 110
36	COc1cc(O)c2c(=O)c3c(CC=C(C)C)cc(OC)c(O)c3oc2c1
  67, 46, 36, 40, 33, 24, 23, 65
37	COc1ccc(C2C(OC)C(=O)N2c2ccc(OC)cc2)cc1 (stereo unspecified)
  98, 101, 93, 100, 104, 109, 98, 114
38	N#Cc1c(N2CCOCC2)[nH]n(C2=Nc3ccccc3Sc3ccccc32)c1=O
  192, 77, 87, 93, 102, 103, 104, 106
39	COC(=O)c1csc(-c2ccc(CO)o2)n1
  104, 100, 112, 108, 102, 102, 88, 103
40	C(CSC1=NCCN1)CSC1=NCCN1
  123, 106, 113, 98, 125, 103, 100, 111

# From entry 35 to 40, copied from above:
# Every second line gives: MALME-3M, T-47D, HS 578T, LOX IMVI, BT-549, MDA-MB-231, MCF7, MDA-MB-468
35	CO[C@H]1NC(=O)N(S(=O)(=O)c2ccc(Cl)cc2)[C@@H]1OC
  101, 105, 100, 105, 108, 108, 99, 110
36	COc1cc(O)c2c(=O)c3c(CC=C(C)C)cc(OC)c(O)c3oc2c1
  67, 46, 36, 40, 33, 24, 23, 65
37	COc1ccc(C2C(OC)C(=O)N2c2ccc(OC)cc2)cc1 (stereo unspecified)
  98, 101, 93, 100, 104, 109, 98, 114
38	N#Cc1c(N2CCOCC2)[nH]n(C2=Nc3ccccc3Sc3ccccc32)c1=O
  192, 77, 87, 93, 102, 103, 104, 106
39	COC(=O)c1csc(-c2ccc(CO)o2)n1
  104, 100, 112, 108, 102, 102, 88, 103
40	C(CSC1=NCCN1)CSC1=NCCN1
  123, 106, 113, 98, 125, 103, 100, 111

# More entries
# Every second line gives: MALME-3M, T-47D, HS 578T, LOX IMVI, BT-549, MDA-MB-231, MCF7, MDA-MB-468
41	COc1cc2c(=O)n(C)c3ccccc3c2cc1OC
  107, 85, 100, 101, 88, 119, 102, 105
42	COc1cc(-c2nc(SCC(=O)Nc3nc4ccc(C)cc4s3)[nH]c(=O)c2C#N)cc(OC)c1OC
  103, 91, 90, 84, 98, 80, 87, 109
43	Cn1c(=O)c2c(nc(CCCCc3nc4c(c(=O)n(C)c(=O)n4C)n3C)n2C)n(C)c1=O
  116, 101, 107, 102, 116, 114, 99, 108
44	C#CCOC(=O)C(N)CSSCC(N)C(=O)O (stereo unspecified)
  96, 100, 107, 99, 104, 105, 99, 109
45	CC(=O)CC(=O)Nc1ccc(Cl)cc1C
  100, 105, 114, 103, 107, 109, 101, 105
46	COc1cc(C2CC(=O)Nc3c(-c4cccc(F)c4)nsc32)cc2c1OCO2 (stereo unspecified)
  84, 83, 82, 98, 84, x, 99, x
47	COc1cc(C2SCC(=O)N2n2cnnc2)cc(OC)c1OC (stereo unspecified)
  106, 102, 99, 102, 99, 98, 96, 97
48	N#Cc1c(-c2ccc([N+](=O)[O-])cc2)[nH]c(=S)n(N=O)c1=O
  83, 98, 94, 98, 78, 94, 89, 113
49	CN1CCCc2cc(/C=C3\SC(=S)N(c4cccc(C(=O)O)c4)C3=O)ccc21
  99, 90, 100, 98, 105, 105, 103, 105
50	CCC(=O)OCNC(=O)NNc1ccc([N+](=O)[O-])cn1
  120, 100, 100, 88, 104, 95, 96, x

# Limited to BT-549 and MCF7, for some of the entries so far:
No.	SMILES	BT-549	MCF7
48	N#Cc1c(-c2ccc([N+](=O)[O-])cc2)[nH]c(=S)n(N=O)c1=O	78	89
46	COc1cc(C2CC(=O)Nc3c(-c4cccc(F)c4)nsc32)cc2c1OCO2 (stereo unspecified)	84	99
41	COc1cc2c(=O)n(C)c3ccccc3c2cc1OC	88	102

# (cont.)
# Every second line gives: MALME-3M, T-47D, HS 578T, LOX IMVI, BT-549, MDA-MB-231, MCF7, MDA-MB-468
51	COc1cc(-c2nc(SC(C)C)nc(Nc3cccc4ccccc34)c2C#N)cc(OC)c1OC
  57, 75, 78, 57, 86, 56, 73, 91
52	CSc1nc(N)n2nc(C3CC3)cc2n1
  113, x, 100, 104, 102, x, 97, 101
53	CC(=O)c1ccc(NC(=O)c2cn(-c3ccccc3)nc2-c2ccncc2)cc1
  112, 81, 96, x, 95, 115, 94, 90
54	COc1ccc(CN2CC3CC3(COc3ccc(F)c(C)c3)C2)cc1F (stereo unspecified)
  102, 103, 100, 78, 111, 103, 85, 112
55	O=C(Sc1nnc(CCC(=O)c2nc3ccccc3[nH]2)s1)c1ccccc1
  89, 108, 113, 94, 104, 89, 88, 121
56	CCCC(C(=O)OCCN(CC)CC)(c1ccccc1)c1ccccc1
  109&107&86, 87&100&79, 98&98&86, 105&101&91, 95&112&89, 66&89&64, 87&97&81, 93&103&82
57	Cc1c(C(=O)N[C@@H](Cc2ccccc2)C(=O)C(=O)NCc2ccccn2)[nH]c2ccccc2c1=O
  104, 99, 98, 98, x, 98, 95, 99

# Hits appear at their usual frequency; any-hit rate near 12%.
